Screening results as filed in PubChem BioAssay.
RMI-FANCM inh = RMI-FANCM interaction inhibition. 0.58% of 70,000 active. Fluorescence polarization, RMI core complex with F-MM2 peptide; active compounds read low. FP signal (polarization) at 33 µM; in the data active = FP signal below about 40; note: inactives centre near 61; strong numbers were not always called active; unit not given here
Numbers without * were called inactive; & = joins results of further samples.

SMILES	RMI-FANCM inh
COc1cc(OC)cc(-c2noc(-c3sccc3S(=O)(=O)N(C)c3cc(C)cc(C)c3)n2)c1	67
FC(F)(F)c1cccc(-n2c(-c3ccccc3)c[nH]c2=S)c1	63
CSc1nn(CC(=O)Nc2cccc(C)c2C)c(N)c1S(C)(=O)=O	63
N#C/C(=C/c1ccc(-c2ccc(Cl)cc2[N+](=O)[O-])o1)C(=O)Nc1ccccc1I	63
Cc1cccc(-n2ccnc2SCC(=O)NC2CCCCC2)c1	61
COc1cccc(N2CCN(C(=O)c3ccc4c(=O)nc5c(-c6ccccc6)n[nH]n5c4c3)CC2)c1	63
O=C1NC(=O)/C(=C/c2ccc(O)cc2)N1	61
O=S(=O)(c1cccc(C(F)(F)F)c1)N1CCN(CCc2ccccc2)CC1	55
Cc1ccc(N(C(=O)c2ccc(Cl)c([N+](=O)[O-])c2)C2C=CS(=O)(=O)C2)cc1 (stereo not given)	62
CCOc1cc(-c2nnc(NC(=O)c3ccccc3Br)o2)cc(OCC)c1OCC	61
O=c1c(O)c(-c2ccc(O)c(O)c2)oc2cc(O)ccc12	72
CCCN1CCCc2cc(CCNS(=O)(=O)c3ccccc3Br)ccc21	230
COc1cccc(NC(=O)Cn2cc(OC)c(=O)cc2CN2CCN(c3ccc(F)cc3)CC2)c1	59
CCOC(=O)c1c(NC(=O)c2ccc(S(=O)(=O)N(C)c3ccccc3)cc2)sc(C)c1C	80
Cc1csc(SCc2cc(=O)c(OC(=O)c3cc4ccccc4oc3=O)co2)n1	52
COCC(=O)Nc1ccc2c(c1)CC(=O)N2	69
CCOc1cc(S(=O)(=O)NCc2ccco2)c(OCC)cc1C	62
COc1ccc(C2C3=C(CCCC3=O)Nc3nc(-c4cccc(Cl)c4)nn32)cc1OC (stereo not given)	57
CCOC(=O)N1CCN(C(=O)Cn2c(-c3ccccn3)nc3ccccc32)CC1	60
O=C(Nc1ccc(S(=O)(=O)N2CCOCC2)cc1)c1ccco1	62
Cc1ccccc1-c1nc2scc(CCNC(=O)c3cccc([N+](=O)[O-])c3)n2n1	56
C1CCN2C[C@@H]3C[C@H](CN4CCCC[C@@H]34)[C@H]2C1	59
Nc1nc(SC2c3ccccc3-c3ccccc32)n[nH]1	57
Clc1ccc(-c2nc(-c3[nH]ncc3Br)no2)cc1	79
CCc1ccc(NC(=O)CSC2=NC3C(=O)N(C)C(=O)N(C)C3N2C)cc1 (stereo not given)	52
CC(=O)c1ccc(C(=O)Nc2nc(-c3ccc4ccccc4c3)cs2)cc1	74
O=C(Nn1cnc2c(cnn2-c2cccc(Cl)c2)c1=O)c1ccccc1C(F)(F)F	62
O=c1[nH]c(=S)n(-c2ccc(Br)cc2)c2ncccc12	60
N#CC(=C(O)c1cc(Cl)ccc1Cl)c1nc2ccccc2s1	60
CC(C)c1ccc(NC(=O)CSc2cnc3cc(S(=O)(=O)N4CCCCC4)ccc3n2)cc1	108
CC12CCCC[C@@]1(C)C[C@H](O)CC2 (stereo not given in full)	59
O=C1CSCC(=O)N1c1ccc(-n2nc(C(F)(F)F)cc2C(F)(F)F)cc1	56
CC(C)(CC(=O)O)CC(=O)Nc1ccccc1N1CCCCC1	52
Cc1ccccc1-c1noc(CSc2nc3ccsc3c(=O)[nH]2)n1	66
Cc1cc(C)cc(N2N=NC3C(=O)N(c4ccc5c(c4)CCC5)C(=O)C32)c1 (stereo not given)	65
CCOC(=O)c1c(NC(=O)C2CC(=O)OC23CCCCC3)sc2c1CC(C)(C)OC2 (stereo not given)	53
Cc1cccc(S(=O)(=O)NCc2ccc3c(c2)OCO3)c1	51
O=C1c2cccc3cccc(c23)C(=O)N1CCCN1CCN(c2cccc(Cl)c2)CC1	59
Cc1ccc(NC(=O)/C(=C/c2ccc(N(C)C)cc2)NC(=O)c2ccccc2F)cc1Cl	102
S=c1nc[nH][nH]1	58
COc1cc(CSCc2csc(NC(=O)COc3ccc(F)cc3)n2)cc(OC)c1	60
COc1cn(CC(=O)NCc2ccc3c(c2)OCO3)c(CSc2nnnn2C)cc1=O	54
COC(=O)c1ccc(Cn2c(=O)n(Cc3ccccc3)c(=O)c3ncccc32)o1	57
CCOc1ccc(-c2csc(-n3nc(C)cc3NC(=O)c3ccc(Br)o3)n2)cc1	81
COCCN1CCC(CNC(=O)C(=O)NCc2ccc(F)cc2)CC1	74
O=C(c1ccccc1)c1sc(NC(=O)c2sc3ccccc3c2Cl)nc1-c1ccccc1	63
Cc1cccc(NC(=O)N2CCN(c3cccc4[nH]ccc34)CC2)c1	56
CC(=O)c1sc(=S)n(-c2ccc(N(C)C)cc2)c1C	59
CC(=O)N[C@@H](CS)C(=O)O	63
O=C(NCCc1ccccc1)C(=O)NCC1CCN(Cc2cccs2)CC1	75
O=S(=O)(Nc1ccc2c(c1)OCCO2)c1c(Cl)cccc1Cl	53
O=C1CCCC(=O)N1CCS(=O)(=O)N1CCN(c2ncccn2)CC1	64
COCCCNC(=O)c1cc(-c2ccco2)nc2c1c(C)nn2C1CCS(=O)(=O)C1 (stereo not given)	67
COC(=O)c1cnc(Sc2nnc(C(F)(F)F)n2C)c([N+](=O)[O-])c1	53
Cc1cccc(-c2nc(CCNS(=O)(=O)c3c(C)noc3C)cs2)c1	56
O=C(Cc1csc(NC(=O)c2ccc(=O)[nH]c2)n1)NCCc1ccc(Cl)cc1	60
Cc1ccc2cccc(OS(=O)(=O)c3cc(Br)ccc3Br)c2n1	61
COc1ccc(NC(C)=O)cc1NC(=O)c1ccc(=O)n(Cc2ccc(F)cc2)n1	62
NCCn1ncc2c(=O)n(Cc3ccc(Cl)cc3)cnc21	71
O=C1CC(N2CCOCC2)C(=O)N1c1ccccc1Cl (stereo not given)	58

Additional structures follow:
SMILES	RMI-FANCM inh
O=C1NC(c2cccc([N+](=O)[O-])c2)=CCN1c1ccccc1O	53
O=C(CSCC(=O)Nc1nc2ccccc2s1)Nc1nc(-c2cccs2)cs1	76
CN(C)C=Nc1ncnc2c1cnn2-c1ccccc1	63
O=C(c1ccc(Br)o1)N1CCC2(CC1)OCCN2S(=O)(=O)c1cccs1	57
CCCCc1ccc(NC(=O)Cn2nc(C3CCCN(S(C)(=O)=O)C3)n(C)c2=O)cc1 (stereo not given)	61
O=C(Cc1cc(-c2cccs2)on1)N1CCCC1	66
CC1=NN(c2ncnc3sc4c(c23)CCCC4)C(=O)C1	57
O=[N+]([O-])c1ccccc1CSc1nnc2sc3ccccc3n12	64
O=C(CSc1ccc(-c2cccnc2)nn1)NCC1CCCO1 (stereo not given)	61
NS(=O)(=O)c1ccc(NC(=S)NC(=O)c2ccc(Br)o2)cc1	68
CC(=O)N1CCN(CC(N)=S)CC1	64
CCOC(=O)c1cnn(C(=O)c2snnc2C)c1N	54
CCn1c(SCC(=O)NCc2ccco2)nnc1-c1c[nH]c2ccccc12	62
COc1ccc2oc(-c3csc(NC(=O)c4cc5ccccc5oc4=O)n3)cc2c1	63
CN1CCC2(CCN3CCc4c(oc5ccccc45)C3C2)N(C)C1=O (stereo not given)	59
Cc1cccc(NC(=O)CSc2nc(=O)n(CCN(C)C)c3c2CCCC3)c1	60
O=C1CNC(=S)N1CCOc1ccccc1Cl	55
Cc1ccc(NC(=S)NC(=O)C2CCCCC2)nc1	59
CCOc1cccc2cc(C(=O)N3CCN(c4nc5c(C)cccc5s4)CC3)oc12	74
CC12CCC(c3c1noc3C(F)(F)F)C2(C)C (stereo not given)	55

21 structures from above, arranged by molar mass, smallest number first:
SMILES	RMI-FANCM inh
CC(=O)N[C@@H](CS)C(=O)O	63
CC(=O)N1CCN(CC(N)=S)CC1	64
COCC(=O)Nc1ccc2c(c1)CC(=O)N2	69
CC12CCC(c3c1noc3C(F)(F)F)C2(C)C (stereo not given)	55
CN(C)C=Nc1ncnc2c1cnn2-c1ccccc1	63
CCOC(=O)c1cnn(C(=O)c2snnc2C)c1N	54
O=c1c(O)c(-c2ccc(O)c(O)c2)oc2cc(O)ccc12	72
FC(F)(F)c1cccc(-n2c(-c3ccccc3)c[nH]c2=S)c1	63
Cc1cccc(-n2ccnc2SCC(=O)NC2CCCCC2)c1	61
O=c1[nH]c(=S)n(-c2ccc(Br)cc2)c2ncccc12	60
Cc1cc(C)cc(N2N=NC3C(=O)N(c4ccc5c(c4)CCC5)C(=O)C32)c1 (stereo not given)	65
CC(=O)c1ccc(C(=O)Nc2nc(-c3ccc4ccccc4c3)cs2)cc1	74
CCOC(=O)N1CCN(C(=O)Cn2c(-c3ccccn3)nc3ccccc32)CC1	60
NS(=O)(=O)c1ccc(NC(=S)NC(=O)c2ccc(Br)o2)cc1	68
COc1ccc2oc(-c3csc(NC(=O)c4cc5ccccc5oc4=O)n3)cc2c1	63
Cc1csc(SCc2cc(=O)c(OC(=O)c3cc4ccccc4oc3=O)co2)n1	52
COCCCNC(=O)c1cc(-c2ccco2)nc2c1c(C)nn2C1CCS(=O)(=O)C1 (stereo not given)	67
CCCN1CCCc2cc(CCNS(=O)(=O)c3ccccc3Br)ccc21	230
COc1cn(CC(=O)NCc2ccc3c(c2)OCO3)c(CSc2nnnn2C)cc1=O	54
CCOC(=O)c1c(NC(=O)c2ccc(S(=O)(=O)N(C)c3ccccc3)cc2)sc(C)c1C	80
COc1cccc(NC(=O)Cn2cc(OC)c(=O)cc2CN2CCN(c3ccc(F)cc3)CC2)c1	59

(listing goes on)
SMILES	RMI-FANCM inh
CC(C)(C)c1nnc(Nc2ccc3c(c2)OCO3)n(N)c1=O	59
c1ccc(-c2cnc(-c3ccccc3)o2)cc1	57
O=C(CCCS(=O)(=O)c1ccc(F)cc1)Nc1cc(Cl)cc(Cl)c1	118
Cc1c(N=Cc2ccccc2OC(=O)c2cc3ccccc3oc2=O)c(=O)n(-c2ccccc2)n1C	60
CC(C)CNC(=O)Cc1csc(SCc2ccc(Br)cc2)n1	68
COc1cccc(N2C=CC(C)(C)NC2=S)c1	57
CCc1ccc(/C=C/C(=O)Nc2ccccc2C(F)(F)F)o1	60
Cc1cc(C)nc(NS(=O)(=O)c2ccc(NC(=O)c3ccc(C)c(Br)c3)cc2)n1	59
O=C(NCc1ccsc1)c1ccco1	68
CCOC(=O)C(=CNc1cc(C(C)(C)C)sc1C(C)=O)C(=O)OCC	55
CCS(=O)(=O)Nc1ccc2c(c1)CCCN2C(=O)c1ccco1	55
FC(F)(F)c1cccc(-n2c(Cc3ccccc3)n[nH]c2=S)c1	62
O=S(=O)(NCc1ccsc1)c1ccccc1	68
Cc1ccc(S(=O)(=O)N2CCN(Cc3nc(-c4cccs4)cs3)CC2)cc1	63
O=C(CSC1=NCCS1)NC1Cc2ccccc2C1	50
CCOc1ccc(C(=O)N(CCN(C)C)c2nc3c(C)cccc3s2)cc1	88
CC(C)Sc1ccc(C(F)(F)F)cc1[N+](=O)[O-]	56
O=C(CS(=O)(=O)c1ccc(F)cc1)Nc1nc2c(Cl)ccc(Cl)c2s1	54
CCCCc1ccc(Nc2nc(Nc3ccc(C)c(C)c3)nc(N3CCOCC3)n2)cc1	52
NCCN1CCOC(c2ccccc2)C1 (stereo not given)	70
CN1CCOc2cc(S(=O)(=O)NCc3csc(-c4cccs4)n3)ccc21	60
CN(C)c1cc(N2CCNCC2)nc(N(C)C)c1C#N	59
NCc1nncn1-c1ccccc1	70
O=C(NNC(=O)c1ccc2nccnc2c1)c1ccc(C(F)(F)F)cc1	53
O=S(=O)(Nc1ccc2ncsc2c1)c1ccc2c(c1)OCCO2	72
COc1ccc2cc(CCNC(=O)c3ccc(S(=O)(=O)N4CCCC4)cc3)c(=O)[nH]c2c1	66
CCCN1CCc2c(sc(NC(=O)c3ccc(S(=O)(=O)N(C)c4ccccc4)cc3)c2C(=O)NC)C1	18
Cc1cc(C)n(C2=NCCN2)n1	54
Cc1ccc(N(C)NC=C(C#N)C#N)nn1	43
CC(C)(C)c1ccc(-c2nnnn2-c2cccnc2)cc1	54
NNc1nncc2ccccc12	54&66
CCOCCCNC(=O)c1sc2c(cnc3ccc(OC)cc32)c1-c1ccccc1	59
CCn1nccc1C(=O)Nc1ccc2c(c1)C(=O)N(C)C2=O	66
O=C(NCc1csc2ccccc12)c1ccco1	52
COc1ccc(C2CN=NC23CSc2ccccc2C3=O)cc1 (stereo not given)	68
O=C(O)C(=Cc1ccc(-c2cccc([N+](=O)[O-])c2)o1)C(=O)O	64
CC(C)(C)c1ccc(-c2cc(=O)[nH]c(=O)o2)cc1	64
N#CC1=C(SCC(=O)Nc2cccc(F)c2)NC2=C(C(=O)CCC2)C1c1ccco1 (stereo not given)	60
O=C(O)/C=C/C(=O)NCCc1ccccc1	63
CCc1ccc(S(=O)(=O)NCCn2nc(-c3cccnc3)ccc2=O)s1	68
N#C/C(=N/Nc1ccc(Br)cc1)c1nc2ccccc2s1	50
Cc1nc(C)c(C(=O)NCCn2ncc3c(N4CCN(c5ccc(F)cc5)CC4)ncnc32)s1	64
COc1ccc(-c2nnc3ccc(OCCNC(=O)NCc4ccccc4)nn23)cc1	70
Cc1onc(-c2ccccc2)c1C(=O)NNC(=O)c1ccc(-n2c(C)ccc2C)cc1	64
CC(C)CCNC(=O)c1ccc2c(c1)C(=O)c1ccccc1-2	58
COc1ccc(-c2[nH]nc(N)c2C)cc1	64
O=C(NCCn1nc(-c2ccc(F)cc2)ccc1=O)c1ccco1	54
Fc1ccc(-n2cc[nH]c2=S)cc1	64
O/N=C\c1ccc(-c2cc(C(F)(F)F)cc(C(F)(F)F)c2)o1	56
O=C(NCCn1ncc2c(=O)n(Cc3cccc([N+](=O)[O-])c3)cnc21)c1ccc(F)cc1	65
CC(=O)N1CCc2cc(S(=O)(=O)NCCOc3cc(C)cc(C)c3)ccc21	67
COc1cccc(C(=O)Oc2ccc(C)cc2Br)c1	72
O=C(Nc1ccc(CN2CCN(c3ccccn3)CC2)cc1)Nc1ccc2c(c1)OCO2	72
O=C(COc1ccc(Cl)cc1)NCCOc1ccc(-c2ccco2)nn1	52
NNC(=O)C(Cc1cnc[nH]1)NC(=O)OCc1ccccc1 (stereo not given)	55
COc1ccc(N2CC(CNC(=O)Nc3ccccc3Cl)CC2=O)cc1 (stereo not given)	55
COC(=O)c1cnc(Oc2ccc(NC(=O)NC(=O)c3ccccc3Cl)cc2)cc1C(F)(F)F	60
O=C(O)CNC(=O)C12CC3CC(CC(C3)C1)C2	59
Cc1ccc(-c2noc(Cn3c(=O)n(CC4CCCO4)c(=O)c4ccccc43)n2)cc1 (stereo not given)	82
CSc1ccccc1C(=O)N1CCN(c2ncnc3c2nnn3-c2ccccc2)CC1	53

An excerpt; count on the stated rates, not on these rows.
